# M. tuberculosis GlmU: inhibition of mycobacterial GlmU enzyme – biochemical, glucosamine-1-phosphate acetyltransferase (AID 1376); M. tuberculosis GlmU acetyltransferase enzyme assay; higher % means a stronger effect; inhibition, %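 (tested at 30 µM in the primary screen)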, or IC50 in µM where a hit was titrated; hit rate 0.25% among 220,000; in the data active = inhibition above about 13%; inconclusive = no clear call, values can overlap the other calls;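 also: 0% = complete reaction with vehicle and 100% = reaction without substrate; strong numbers were not always called active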
# Mtb RmlCD inh: inhibitors of Mycobacterium tuberculosis RmlC and RmlD coupled enzymes. hit rate 0.03% among 160,000. inhibition, % at 3.6 µM. P9WH09+P9WH11. AID 1533. RmlC+RmlD coupled enzyme assay, percent inhibition; primary screen in compound mixtures; in the data active = inhibition mostly above about 34%, no sharp cut-off; inconclusive = no clear call, values can overlap the other calls; inactive = mostly below about 22%; also: some results filed as inactive read as strong as hits
# Target sequence (P9WH09 whole entry, looked up): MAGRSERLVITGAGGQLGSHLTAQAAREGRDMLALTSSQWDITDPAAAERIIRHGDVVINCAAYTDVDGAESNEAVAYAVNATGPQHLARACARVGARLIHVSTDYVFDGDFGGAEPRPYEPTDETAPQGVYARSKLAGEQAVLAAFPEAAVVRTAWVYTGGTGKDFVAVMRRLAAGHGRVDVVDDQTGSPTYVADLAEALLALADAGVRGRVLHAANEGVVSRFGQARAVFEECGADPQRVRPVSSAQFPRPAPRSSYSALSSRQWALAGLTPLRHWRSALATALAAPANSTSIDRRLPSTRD
# Target sequence (P9WH11 whole entry, looked up): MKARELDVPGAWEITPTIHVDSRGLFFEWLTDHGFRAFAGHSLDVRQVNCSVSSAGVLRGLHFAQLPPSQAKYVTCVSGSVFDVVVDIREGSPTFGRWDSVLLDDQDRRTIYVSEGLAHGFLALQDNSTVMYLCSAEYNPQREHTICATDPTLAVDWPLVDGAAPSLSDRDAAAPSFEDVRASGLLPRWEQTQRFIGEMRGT
# * hit, by the source's call; u = inconclusive; x = not tested or not shown. This is a subset; rates above refer to the full screens.
SMILES,M. tuberculosis GlmU,Mtb RmlCD inh
O=C(NCC1OCCc2ccccc21)C1COc2ccccc2O1 (stereo not given),4.7%,-7
Cc1ccc(C(C)C)c(OCc2nn(CC(=O)c3ccc(OC(F)F)cc3)c3[n+]2CCCCC3)c1,-15%,-8
CS(=O)(=O)N(CC(=O)NCCSCc1c(F)cccc1Cl)c1cccc([N+](=O)[O-])c1,2.1%,-2
CN(Cc1cn(C)nc1-c1ccc(Oc2ccccc2)cc1)CC1COCCO1 (stereo not given),0.4%,-10
Cc1ccc(S(=O)(=O)N(CCO)c2cc3c(s2)CCCC3)cc1,-2.9%,-7
O=C(NNc1ccnc2cc(Cl)ccc12)C1CCCCC1,0.9%,0
CC(=O)C1=C(O)CCC1=N,-6.9%,x
O=C(O)c1ccc(N2C(=O)CC(N3CCC(c4nc5ccccc5[nH]4)CC3)C2=O)cc1 (stereo not given),-9.2%,-10
COC(=O)Cn1c2ccc(F)cc2c2nc(C)sc21,3.5%,15
CNC(=O)c1sc(-c2ccccn2)nc1C,-6.0%,11
FC(F)(F)c1ccccc1CN1CCN(C2CCCCCC2)CC1,-2.6%,-5
Cc1c(NC(=O)c2ccc(COc3ccc4ccccc4c3)o2)c(=O)n(-c2ccccc2)n1C,-2.4%,x
O=C1c2ccccc2S(=O)(=O)c2cc(C(=O)N3CCC(N4CCCC4)CC3)ccc21,-2.4%,x
Cc1[nH]nc2c1C1(CCOC1C)C(C#N)=C(N)O2 (stereo not given),1.3%,-1
Cc1cc(C)cc(NC(=O)CN2CCc3ccccc3C2)c1,-2.0%,x
COc1ccc(N(C(=O)C(C)C)S(=O)(=O)c2cccc3cccnc23)cc1,2.8%,-15
CC(C)c1nnc(NC(=O)CCC(=O)NCc2ccc3c(c2)OCO3)s1,-0.3%,9
COc1ccc(CCN2C(=O)C3CC(C)=C(C)CC3C2=O)cc1OC (stereo not given),-0.9%,-8
C#CCn1c(=NC(=O)c2cccs2)sc2cccc(OCC)c21,-0.3%,8
O=C(NC1(C(F)(F)F)N=C2SCCN2C1=O)C1CCCCC1 (stereo not given),-3.2%,-7
CCOc1ccc(N2C(=O)CC(N3CCC(O)(c4ccc(Br)cc4)CC3)C2=O)cc1 (stereo not given),3.0%,-4
C(=C\c1nc(N2CCCCCC2)c2ccccc2n1)/c1ccccc1,-6.3%,5
Cc1nnc2n(c1=O)N=C(c1ccc(Cl)cc1)CS2,2.0%,-10
COc1ccc(-c2cnnn2-c2ccc(NC(=O)c3ccc(S(=O)(=O)N4CCCCC4)cc3)cc2)cc1OC,0.8%,12
COc1ccc(C2CC(=O)c3cnc(N4CCc5ccccc54)nc3C2)cc1OC (stereo not given),4.8%,10

# Going on with the list:
SMILES,M. tuberculosis GlmU,Mtb RmlCD inh
COc1ccc(C(=O)COC(=O)c2ccco2)cc1,-0.8%,x
O=C(O)C1CCCN(S(=O)(=O)c2cccs2)C1 (stereo not given),3.1%,x
COc1ccccc1C(=O)C1CCCN(C(=O)CCn2cnnn2)C1 (stereo not given),0.9%,4
CC(=O)NC1=NN(C(C)=O)C(c2cccc([N+](=O)[O-])c2)S1 (stereo not given),-1.0%,x
O=C1c2ccccc2C(=O)N1CCC(c1ccccc1)c1ccco1 (stereo not given),-0.5%,4
NC(=O)C1CCN(C(=O)c2ccc(CS(=O)(=O)c3c(Cl)cccc3Cl)o2)CC1,1.3%,8
COC(=O)C1(C(F)(F)F)N=C(N(C)C)OC(N(C)C)=N1,2.9%,5
Cc1ccc(O)c(N=CC2=C(O)c3ccccc3C2=O)c1,-0.8%,-1
CNC(=O)Nc1cc(C)nn1C,-1.1%,-7
O=[N+]([O-])c1c(NCCO)cc(Sc2nc3ccccc3s2)c2nonc12,5.3%,u
Cc1ccccc1CSCCC(=O)NCCc1ccccc1,0.8%,6
CC1=C(C(=O)OCC2CCCO2)C(c2ccccc2)C2=C(CC(C)(C)CC2=O)N1 (stereo not given),-2.1%,-6
CCCCNC(=O)C1=C(N)C(C(=O)Nc2ccc(C)c(S(=O)(=O)N3CCCCC3)c2)SC1=Nc1ccc(C)cc1C (stereo not given),x,-1
C=CCn1c(SCc2cc(C(=O)OC)c(C)o2)nnc1-c1ccncc1,0.4%,1
COCCNC(=O)CSc1ccc(C)cc1,5.9%,2
CCOc1cc(C(=O)Nc2ccc(S(=O)(=O)Nc3cc(C)on3)cc2)cc(OCC)c1OCC,x,-1
Cn1c(=O)c2c(nc(CN3CCN(c4ccccc4)CC3)n2CCCc2ccccc2)n(C)c1=O,-3.8%,x
CCn1c(SCc2nc3cc(OC)c(OC)cc3c(=O)[nH]2)nnc1-c1ccncc1,0.9%,105
Cc1cc2oc(C(=O)Nc3ccc(S(=O)(=O)Nc4nccs4)cc3)cc(=O)c2cc1Cl,0.3%,14
Nc1cccc(-c2nnc3n2CCCCC3)c1,2.7%,-8
Cc1c(-c2n[nH]c(=S)n2-c2ccc(Br)cc2)nnn1-c1ccc(Cl)cc1,-4.5%,x
CCc1nnc(NC(=O)/C=C/c2ccc(C)o2)s1,2.2%,-11
CCCOc1ccc(CCC(=O)O)cc1,-2.5%,u
COc1ccc(Cc2nnc(NC(=O)c3cc(OC)c(OC)c(OC)c3)s2)cc1OC,0.1%,-4
O=C(Nc1cc(S(=O)(=O)N2CCOCC2)ccc1N1CCCC1)C1CC1,-4.8%,8

# Other results
SMILES,M. tuberculosis GlmU,Mtb RmlCD inh
Cc1cccc(-n2c(N)cc(=O)nc2SCC(=O)Nc2ccccc2)c1,-3.8%,x
Cc1c(N2C(=O)SC(CC(=O)O)C2=O)c(=O)n(-c2ccccc2)n1C (stereo not given),-0.7%,0
COc1ccc(C2CC(=O)Nc3n[nH]c(-c4ccccc4)c32)cc1OC (stereo not given),0.8%,6
O=C(Nc1nnc(SCc2ccc(F)cc2)s1)c1ccc2c(c1)C(=O)N(c1ccccc1Cl)C2=O,-4.7%,x
N=C1N(/N=C/c2ccccc2)C(=Nc2ccccc2)C(=S)N1c1ccccc1,-3.6%,-7
O=c1c2cc(Br)ccc2[nH]c(=S)n1Cc1ccccn1,8.6%,0
CCSc1cc(N2CCCC2)nc(-c2ccc(C)cc2)n1,2.8%,3
Cc1cccc(N(C(=O)c2snc(C(N)=O)c2N)C(C)C(=O)NCC2CCCO2)c1 (stereo not given),-0.2%,-5
O=C(CSc1ccc2nnc(-c3ccccn3)n2n1)N1CCOCC1,6.8%,9
C=CCOCCN(CCOCC=C)C1=NS(=O)(=O)c2ccccc21,1.9%,x
O=C(COC(=O)C1=COCCO1)NC(=O)c1ccc(OC(F)F)cc1,-2.1%,8
O=C(Cn1c(-c2cscn2)nc2ccccc21)Nc1ccccc1F,-0.2%,7
Cc1cccn2c(CN3CCCC(c4ccccc4)C3)c(C(=O)N3CCOCC3)nc12 (stereo not given),-1.4%,9
CC1=C(C(=O)Nc2ccccc2)C(c2ccc(N(C)C)cc2)NC(=O)N1 (stereo not given),-1.4%,x
Cc1ccc(OCc2nnc(SC3CCc4ccccc4C3=O)n2C)cc1 (stereo not given),0.0%,x
O=C(CCc1c[nH]c2ccccc12)Nc1ccc(S(=O)(=O)Nc2ncccn2)cc1,0.6%,-2
Cc1cccc(Nc2ccc([N+](=O)[O-])cc2C(=O)O)c1,9.8%,4
CN(C)c1ccc(/C=[N+](\[O-])C2SC(=S)N(C)C2(C)C)cc1 (stereo not given),x,9
CCOC(=O)C1(Cc2ccccc2C(F)(F)F)CCN(C2CCSC2)CC1 (stereo not given),-3.4%,-7
COc1ccc(C2CC(=O)C=C(NCc3ccccc3)C2)cc1 (stereo not given),0.9%,-4
Cc1ccc(-c2cc(C(=O)NCc3ccccn3)no2)cc1,-6.0%,7
CC(=O)NC(Cc1ccccc1)C(=O)N1CCN(C(=O)c2ccco2)CC1 (stereo not given),4.1%,7
Cc1cccc(NC(=O)NC(C)CCc2ccccc2)c1 (stereo not given),-1.0%,7
Cc1c(C=O)c2ccccc2n1CC(=O)NC(C)c1ccccc1 (stereo not given),1.7%,-10
CC(Oc1ccc(Br)cc1)C(=O)NCc1ccccn1 (stereo not given),2.0%,-10

# Reformatted: entries from further up
> O=C(Nc1nnc(SCc2ccc(F)cc2)s1)c1ccc2c(c1)C(=O)N(c1ccccc1Cl)C2=O
  M. tuberculosis GlmU: -4.7%	Mtb RmlCD inh: x
> N=C1N(/N=C/c2ccccc2)C(=Nc2ccccc2)C(=S)N1c1ccccc1
  M. tuberculosis GlmU: -3.6%	Mtb RmlCD inh: -7

# 2 of these compounds in a different format:
# Each structure is followed by: M. tuberculosis GlmU | Mtb RmlCD inh
COc1ccc(N(C(=O)C(C)C)S(=O)(=O)c2cccc3cccnc23)cc1
 : 2.8% | -15
CC1=C(C(=O)OCC2CCCO2)C(c2ccccc2)C2=C(CC(C)(C)CC2=O)N1 (stereo not given)
 : -2.1% | -6

# Retrieved by compound from the entries so far, 2 records:
SMILES,M. tuberculosis GlmU,Mtb RmlCD inh
Cc1ccc(O)c(N=CC2=C(O)c3ccccc3C2=O)c1,-0.8%,-1
COc1ccc(CCN2C(=O)C3CC(C)=C(C)CC3C2=O)cc1OC (stereo not given),-0.9%,-8

# The results go on.
SMILES,M. tuberculosis GlmU,Mtb RmlCD inh
Cc1ccc(C)n1C(Cc1ccccc1)C(=O)O (stereo not given),12%,-10
O=C(CS(=O)(=O)c1ccccc1)Nc1ccc(Br)cn1,-3.5%,x
O=C(COc1ccc(Br)cc1CNCCc1ccccc1)NCc1ccccc1,-2.8%,-5
COc1ccc2c(c1)[nH]c1c(=O)n(/N=C/c3ccc(OC)c(COc4ccccn4)c3)cnc12,-3.5%,-9
CC(=O)N(c1ccccc1)c1ccc([N+](=O)[O-])cc1[N+](=O)[O-],0.1%,-3
CC1=Nc2ccccc2N=C(NC(=O)CSC(=S)N2CCN(C)CC2)C1c1ccccc1 (stereo not given),-3.9%,-9
CC(C)N(C(=O)CSc1nc2ccccc2n1Cc1ccccc1F)C(C)C,2.1%,x
COc1cccc(N2CCN(CC(=O)C34CC5CC(CC(C5)C3)C4)CC2)c1,-1.0%,-9
NS(=O)(=O)c1ccc(CCNC(=O)CC(NC(=O)c2ccccc2Cl)c2ccccc2)cc1 (stereo not given),0.4%,68
COCCn1nnnc1C(c1ccccn1)N1CCN(c2cc(Cl)ccc2C)CC1 (stereo not given),-3.3%,-4
COc1ccc(C2=NN(CN3C(=O)C(=O)c4ccccc43)C(c3ccc(Br)cc3)C2)cc1 (stereo not given),-4.5%,2
COc1ccc([N+](=O)[O-])cc1NC(=O)CCNC(=O)Cn1ccc2ccccc2c1=O,-0.8%,-9
COc1ccc(CC(=O)Nc2nnc(C(C)C)s2)cc1,57%,x
COc1ccc(Cc2noc(COc3ccc(Cl)cc3)n2)cc1,-1.7%,x
COc1ccccc1S(=O)(=O)Cc1ccc(C(=O)NC2CCCCC2)o1,x,-11
COC(=O)c1cc(=O)n(Cc2ccco2)c(=Nc2ccc(F)cc2)s1,-6.5%,x
Cc1cc(=O)oc2cc(NS(=O)(=O)c3ccccc3)ccc12,2.5%,43*
CCOC(=O)c1cc(-c2ccccc2)nc2nc(N3CCCCC3)sc12,1.2%,-8
COc1cc2nc(CN3CCN(C(C)=O)CC3)[nH]c(=O)c2cc1OC,1.3%,-26
Cc1ccc(S(=O)(=O)N2CCN(C(=O)Cn3nc(C(=O)O)c4ccccc4c3=O)CC2)cc1,-3.6%,5
Cc1ccc2c(c1)N(CCC(=O)NCc1ccccn1)C(=O)CO2,-2.6%,11
N#Cc1c2c(c(NCCCN3CCOCC3)n3c1nc1ccccc13)CCC2,14%*,11
Cc1ccc(-n2c(O)c(C=Nc3ccccc3N)c(=O)[nH]c2=O)cc1C,2.0%,x
O=C(CSC1=NCCS1)Nc1ccc(F)cc1,2.2%,3
Cc1ccccc1OCC(=O)OCC(=O)c1ccc(OC(=O)c2ccccc2)cc1,-1.2%,-3

# Two consecutive records out of the list so far, quoted:
SMILES,M. tuberculosis GlmU,Mtb RmlCD inh
O=C(CSC1=NCCS1)Nc1ccc(F)cc1,2.2%,3
Cc1ccccc1OCC(=O)OCC(=O)c1ccc(OC(=O)c2ccccc2)cc1,-1.2%,-3

# Next section.
SMILES,M. tuberculosis GlmU,Mtb RmlCD inh
COc1ccc(/C=C/C(=O)NCC2COc3ccccc3O2)c(OC)c1 (stereo not given),2.3%,-2
Cc1cc(C)cc(N(CC(=O)NC2CCCCCC2)S(=O)(=O)c2c(C)[nH]c(=O)[nH]c2=O)c1,-1.4%,9
CC1(C)CC(=O)C=C(NCc2ccco2)C1,-5.3%,x
O=C(O)CSc1nc2c(c(C(F)(F)F)n1)CCc1ccccc1-2,-5.7%,-1
Cc1ccc(C(C)NC(=O)c2ccco2)cc1C (stereo not given),-1.8%,6
C/C(=N\NC(N)=S)c1ccccc1,-0.3%,5
CC1COC(c2cccn2Cc2ccccc2Cl)=N1 (stereo not given),-3.3%,107
COc1ccc(CNC(=O)c2c([S-])n(-c3ccc(C)cc3)c3cccc[n+]23)cc1,-4.8%,20

# Bioassay records as filed in PubChem BioAssay.
